ROMK mod = ROMK potassium channel modulators, primary screen, cell-based, thallium flux, MLSMR library; Tet-inducible ROMK, thallium flux fluorescence; actives lie on both sides; B-score at 10 µM; 130,000 compounds, 2% hits; AID 1918, 2009;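 active means signal ratio slope over the read window, or its plate-corrected B-score, at least 3 SD from the plate mean, either direction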;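 further: B-score of the F/F0 ratio slope over 7 to 12 s after thallium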
Target sequence (P48048 whole entry, looked up): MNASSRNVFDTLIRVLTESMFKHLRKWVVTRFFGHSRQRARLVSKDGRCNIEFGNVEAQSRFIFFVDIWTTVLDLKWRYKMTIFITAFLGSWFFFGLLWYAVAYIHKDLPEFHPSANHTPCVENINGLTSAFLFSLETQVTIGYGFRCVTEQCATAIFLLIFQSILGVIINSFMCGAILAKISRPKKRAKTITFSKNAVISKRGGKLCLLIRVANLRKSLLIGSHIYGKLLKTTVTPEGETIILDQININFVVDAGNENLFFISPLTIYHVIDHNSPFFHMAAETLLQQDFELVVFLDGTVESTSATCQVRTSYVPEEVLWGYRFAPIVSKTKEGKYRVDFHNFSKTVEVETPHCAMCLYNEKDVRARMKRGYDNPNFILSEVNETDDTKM
PPARg SRC-3 ag = PPARgamma agonists recruiting SRC-3 coactivator, primary screen, biochemical; activation, % at 8 µM; biochemical PPARgamma/SRC-3 coactivator recruitment assay; 200,000 compounds, 0.26% hits; AID 731, 2007; in the data active means activation above about 23%;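 further: 0% = DMSO and 100% = reference agonist; some compounds past the cut are filed as inactive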
Target sequence (P37231 whole entry, looked up): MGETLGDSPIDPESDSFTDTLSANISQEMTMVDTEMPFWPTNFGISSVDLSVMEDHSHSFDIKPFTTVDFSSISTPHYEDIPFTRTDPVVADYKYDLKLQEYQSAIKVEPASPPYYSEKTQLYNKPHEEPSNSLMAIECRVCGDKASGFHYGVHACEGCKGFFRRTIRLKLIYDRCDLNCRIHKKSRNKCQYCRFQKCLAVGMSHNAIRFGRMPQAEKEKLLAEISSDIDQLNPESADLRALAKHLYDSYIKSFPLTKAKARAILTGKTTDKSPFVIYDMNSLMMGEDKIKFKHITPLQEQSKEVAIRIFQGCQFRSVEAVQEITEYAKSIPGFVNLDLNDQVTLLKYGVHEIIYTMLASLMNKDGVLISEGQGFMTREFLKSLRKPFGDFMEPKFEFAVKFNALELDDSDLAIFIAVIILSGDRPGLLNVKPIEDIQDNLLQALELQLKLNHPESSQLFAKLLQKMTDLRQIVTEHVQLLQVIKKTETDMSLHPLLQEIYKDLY
PMI activator = activators of human PMI, primary screen, biochemical, fluorescence intensity, near-Km mannose 6-phosphate; 190,000 compounds, 0.005% hits; Mannose-6-phosphate isomerase (Homo sapiens), P34949; activation factor at 20 µM; AID 1214, 2008; purified human PMI, coupled resazurin fluorescence, 20 min; hits give high values; 1 = vehicle control, 0 substrate-free wells;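 active means activation factor of 2 or more at 20 µM, relative to plate controls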
G6PDH CS = L. mesenteroides G6PDH inhibitors, counter-screen for G6PDH-coupled screening assays, biochemical, Leuconostoc mesenteroides enzyme; glucose-6-phosphate dehydrogenase [Leuconostoc mesenteroides]; inhibition, % at 5 µM; Purified L. mesenteroides G6PDH, diaphorase/resazurin coupled fluorescence, 45 min; AID 1020, 2008; 200,000 compounds, 0.12% hits; in the data active means inhibition above about 50%
Diaph act CS = compounds boosting diaphorase resazurin reduction – biochemical, uHTS, resorufin fluorescence, counter-screen for diaphorase-coupled primary assays, primary screen; Diaphorase/resazurin coupled assay, 16 min; hits give high values; 1 = vehicle wells, 0 = NADH-free wells; AID 1229, 2008; 190,000 compounds, 0.005% hits; activation factor at 20 µM;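 active means diaphorase activity raised at least twofold by the compound at 20 µM; inactive means activation factor below 2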
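Assay system: Purified diaphorase enzyme from Clostridium kluyveri | Amount: Enzyme 0.07 U/mL final | Dosing: Compound 20 µM once, DMSO 1% | Timing: 16 min reaction at room temperature | Detection: Fluorescence, excitation 544 nm and emission 590 nm | Evaluation: Higher resorufin formation from activation or reduction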
Diaphorase inh = diaphorase inhibitors and chemical oxidizers, primary screen, counter-screen for diaphorase-coupled primary assays, biochemical, uHTS, resorufin fluorescence; diaphorase resazurin-to-resorufin fluorescence, NADH, 16 min; bacterial (C. kluyveri) enzyme, not human; inhibition, % at 20 µM; 190,000 compounds, 0.69% hits; AID 1217, 2008;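 active means primary screen inhibition at 20 µM above a set limit, cut at about 50% in these data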;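 further: plate controls were DMSO with full reaction for no effect and wells lacking NADH for full effect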
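System: Diaphorase enzyme from Clostridium kluyveri | Amount: Enzyme working solution with 0.14 U/mL diaphorase | Benchmarks: No-NADH positive control and DMSO neutral control | Signal: Fluorescence of resorufin formed from resazurin, Ex 544/Em 590 nm | Schedule: 16-min room-temperature incubation before reading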
PMI act satM6P = human PMI activators, high substrate, primary screen, biochemical, fluorescence intensity, near-saturating mannose 6-phosphate. Mannose-6-phosphate isomerase (Homo sapiens), P34949. coupled PMI enzyme assay, resazurin fluorescence, 20 min; hits give high values; 1 = untreated enzyme, 0 = substrate-free blank. activation factor at 20 µM. 190,000 compounds, 0.34% hits;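 active means activation factor of 2 or more at 20 µM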
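Test system: Human PMI in coupled enzyme assay | Input: 15 ng/mL PMI | Medium: HEPES-buffered pH 7.4 with magnesium and detergent | Compound: One concentration, 20 µM, in 1% DMSO | Incubation: Enzyme reaction with compound 20 min at room temperature | Detection: Diaphorase-driven resazurin-to-resorufin fluorescence, excitation 544, emission 590 nm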
PPARg SRC-1 ag = PPARgamma agonists recruiting SRC-1 coactivator, primary screen, biochemical; Peroxisome proliferator-activated receptor gamma (Homo sapiens), P37231; PPARgamma-SRC-1 coactivator recruitment biochemical assay; activation, % at 8 µM; 200,000 compounds, 0.41% hits; in the data active means activation above about 19%;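 further: 0% = DMSO and 100% = reference agonist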
PPARg SRC-2 ag = agonists of PPARg-SRC-2 recruitment, primary screen, biochemical, HTS. Peroxisome proliferator-activated receptor gamma (Homo sapiens), P37231. PPARgamma LBD-SRC-2 recruitment. activation, % at 8 µM. 200,000 compounds, 0.34% hits. AID 1032, 2008; in the data active means activation above about 22%;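 further: 0% = vehicle and 100% = reference agonist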
S1P3 antagonist = S1P3 receptor antagonists, primary screen, cell-based; CHO S1P3 NFAT-BLA reporter, FRET fluorescence, antagonist mode; inhibition, % at 4.98 µM; 170,000 compounds, 0.27% hits;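 active means inhibition above the plate cutoff, the mean inhibition of test wells on that plate plus 3 SD, cut at about 28% in these data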;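 further: cells challenged with S1P at its EC80 of 0.8 µM; blue over green emission ratio from cleaved BLA substrate after 4 h stimulation; 0% = S1P-stimulated wells and 100% = unstimulated DMSO-only wells; some compounds past the cut are filed as inactive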
SRC2 TRFRET art = TR-FRET signal artefacts, primary screen, artefact control for PPARgamma SRC-2 agonist project, biochemical; TR-FRET artefact counter-screen; hits give high values; AID 1049, 2008; TR-FRET ratio at 8 µM; 200,000 compounds, 0.4% hits; in the data active means TR-FRET ratio above about 2000; further: inactives centre near 1500
* marks the source's active call; other numbers are inactive results; x = not tested or not shown.

SMILES	ROMK mod	PPARg SRC-3 ag	PMI activator	G6PDH CS	Diaph act CS	Diaphorase inh	PMI act satM6P	PPARg SRC-1 ag	PPARg SRC-2 ag	S1P3 antagonist	SRC2 TRFRET art
CCN1C(=S)SC(=O)C1=C1C=C(C)N(CCO)C(C)=C1	-2.1	11	0.8	4	0.8	16	1	20	12	x	1662
CCC(=O)Nc1c2c(nn1-c1ccccc1C)CSC2	x	2	1	4	0.9	13	1	10	9	9	1474
O=c1c(CN2CCN(c3ccccn3)CC2)coc2ccccc12	0.012	-3	1.1	-5	0.9	12	1	-1	-6	-9	1481
O=C(O)CCN1C(=O)/C(=C/c2cn(-c3ccccc3)nc2-c2cccs2)SC1=S	-0.34	0	x	10	x	x	x	1	1	-7	1602
O=C(NCc1cccc(Cl)c1)c1ccc2nc[nH]c2c1	0.018	3	1	1	0.9	6	1.1	-2	6	5	1353
Oc1ccc(C(=S)N2CCN(c3cccc(Cl)c3)CC2)cc1	1.2	2	0.4	4	0.9	12	0.7	5	4	-25	1733
CCOC(=O)CSC1=C(C#N)C(=O)NC2(CCCCC2)S1	0.24	-5	1.2	3	0.9	6	1.4	-2	-2	x	1648
O=C(N/N=C/c1ccc(F)cc1)c1c(O)c2ccccc2[nH]c1=O	x	2	0.9	-17	0.9	13	1	0	2	2	1575
Cc1occc1C(=O)OCC(=O)Nc1ccc(F)cc1	-0.43	-11	1	8	0.9	6	0.9	8	-1	x	1504
CCc1ccc2c(c1)C1(NN=C(c3ccccc3)S1)C(=O)N2 (centres undefined)	-1.1	2	1.4	7	0.9	6	1.5	4	-2	x	1443
COCCNC(=O)c1ccc(NS(=O)(=O)c2cc(C)ccc2C)cc1	0.025	-1	0.9	-5	0.9	7	0.9	-4	5	4	1594
COc1cc(NC(=O)c2ccc(Br)o2)ccc1NC(=O)c1ccccc1Cl	0.083	-1	0.9	-4	0.8	16	1	0	10	8	1500
CC(C(=O)Nc1ccccc1Cl)N(c1ccccc1)S(C)(=O)=O (centres undefined)	-0.15	-1	0.9	9	1.1	-5	1	-1	-2	-22	1441
Cc1cc(C)n2nc(SCCOc3ccccc3F)nc2n1	0.38	-2	1	-4	0.9	7	1	-4	-6	-10	1512
Cc1nnc(SCC(=O)NC23CC4CC(CC(C4)C2)C3)s1	1.4	0	0.9	1	0.8	15	0.9	9	5	-3	1616
Cc1cc(C)c(S(C)(=O)=O)c(=O)[nH]1	x	0	1	15	1	-4	1	2	4	13	1433
CC(=O)Nc1cc(C(=O)N(C)Cc2ccco2)ccc1Sc1ccc(Cl)cc1	0.21	0	0.9	6	1	2	1	-2	11	-3	1377
CC(C)CNc1c(N)n(CC(C)C)c(=O)[nH]c1=O	0.21	2	1.1	10	1.1	-12	1	3	8	-12	1512
COc1ccc(CNCCc2ccc(Cl)cc2)cc1OCc1ccccc1	-1.2	-3	1	8	1	0	0.9	1	1	5	1511
C/C(CCc1ccc2c(c1)OCO2)=N\N=C1\NC(=O)CC(C(=O)Nc2ccccc2)S1 (centres undefined)	x	-4	0.9	5	0.9	10	0.9	4	2	x	1517

Rewritten as a markdown table: part of the list above.
| SMILES | ROMK mod | PPARg SRC-3 ag | PMI activator | G6PDH CS | Diaph act CS | Diaphorase inh | PMI act satM6P | PPARg SRC-1 ag | PPARg SRC-2 ag | S1P3 antagonist | SRC2 TRFRET art |
| --- | --- | --- | --- | --- | --- | --- | --- | --- | --- | --- | --- |
| Cc1cc(C)c(S(C)(=O)=O)c(=O)[nH]1 | x | 0 | 1 | 15 | 1 | -4 | 1 | 2 | 4 | 13 | 1433 |
| COc1cc(NC(=O)c2ccc(Br)o2)ccc1NC(=O)c1ccccc1Cl | 0.083 | -1 | 0.9 | -4 | 0.8 | 16 | 1 | 0 | 10 | 8 | 1500 |
| Cc1cc(C)n2nc(SCCOc3ccccc3F)nc2n1 | 0.38 | -2 | 1 | -4 | 0.9 | 7 | 1 | -4 | -6 | -10 | 1512 |

(listing goes on)
SMILES	ROMK mod	PPARg SRC-3 ag	PMI activator	G6PDH CS	Diaph act CS	Diaphorase inh	PMI act satM6P	PPARg SRC-1 ag	PPARg SRC-2 ag	S1P3 antagonist	SRC2 TRFRET art
CCn1c(=N)n(CC(=O)c2ccco2)c2ccccc21	x	-4	0.9	4	0.8	17	1	-4	4	-18	1575
CC(C)(C)N(CC#CCC(O)(c1ccccc1)C1CCCC1)CCO (centres undefined)	-0.66	2	0.7	13	0.4	57*	0.9	-2	-1	-2	1232
NS(=O)(=O)c1ccc(CCNC(=O)CN2CCC(Cc3ccccc3)CC2)cc1	-1.5	0	1.1	2	1.2	-21	1.1	0	-1	0	1530
CCCCC1=NN2C(=N)CC(=O)N=C2S1	x	-2	1	5	0.8	22	0.9	-7	3	x	1585
CCn1c(COc2ccc(C)cc2)nnc1SCC(=O)NNC(=O)c1ccc(OC)cc1	x	0	0.9	-8	0.9	13	1	-11	-14	2	1411
NNC(=O)c1ccc(CSc2nc3ccccc3s2)cc1	-0.52	0	1	-9	0.9	10	1	10	8	-7	1667
Cc1c(C#N)c2ccccc2n1CC(=O)NC(C)c1ccccc1 (centres undefined)	-0.28	-2	0.9	-1	0.9	14	0.9	-7	1	x	1422
Oc1c(Cl)cc(Cl)cc1/C=N/c1nccs1	3.1*	10	0.8	10	1	1	1	4	8	x	1615
CC(=O)c1ccc(N2Cc3ccccc3C2=NC(=O)c2cccs2)cc1	x	5	0.9	-18	0.9	9	1	-1	8	-5	1592
CC(=O)N1N=C(c2cccc(Cl)c2)OC1c1ccc(C(C)C)cc1 (centres undefined)	-0.065	3	0.9	1	0.8	15	1	-2	13	x	1554

ROMK mod: hit marks shown above
molecule	ROMK mod	PPARg SRC-3 ag	PMI activator	PMI act satM6P	S1P3 antagonist
Oc1c(Cl)cc(Cl)cc1/C=N/c1nccs1	3.1*	10	0.8	1	x

The results go on:
SMILES	ROMK mod	PPARg SRC-3 ag	PMI activator	G6PDH CS	Diaph act CS	Diaphorase inh	PMI act satM6P	PPARg SRC-1 ag	PPARg SRC-2 ag	S1P3 antagonist	SRC2 TRFRET art
COc1cccc(OCC(=O)O)c1	0.23	5	1.2	0	1	-3	1.1	6	7	2	1716
O=C(CCC(=O)N1CCc2ccccc21)Nc1ccccc1	x	-5	0.9	9	0.9	13	0.8	9	5	-18	1350
COCCNC(=O)c1ccc(C)c(S(=O)(=O)Nc2ccc(C)cc2)c1	x	1	1.1	3	1	-4	1	-1	3	x	1603
O=C1CCC(C(=O)N(Cc2ccco2)C2(C(=O)NC3CCCC3)CCCCC2)N1 (centres undefined)	-0.18	10	1	5	0.9	15	1.1	-4	3	x	1638
O=C(NC1CCCc2ccccc21)C1CCN(S(=O)(=O)c2cccc3nsnc23)CC1 (centres undefined)	x	-1	0.8	-10	0.8	20	0.8	8	1	-11	1504
O=C(Oc1ccc([N+](=O)[O-])cc1)c1ccc2ccccc2n1	x	0	0.8	9	0.7	26	0.9	2	-4	x	1542
Cc1cc2ncn(S(=O)(=O)N3CCCCC3)c2cc1C	x	-4	0.8	9	0.9	14	0.8	-8	8	12	1511
Cc1nc(SCC(=O)NCc2ccc(F)cc2)c2c(=O)n(C)c(=O)n(C)c2n1	x	-1	1	13	1.1	-14	1	1	-9	x	1450
COc1cc2c(C(=O)N3CCN(C)CC3)c(C)oc2cc1Br	x	-1	0.8	3	0.8	15	0.9	7	11	-21	1537
Cc1nn(-c2ccccc2)c2c1C(O)n1c(nc3ccccc31)S2 (centres undefined)	x	-1	0.9	0	1	1	1.1	6	1	-27	1357
CC(C)C(=O)Nc1ccc(C(=O)N2CCN(C(=O)c3ccco3)CC2)cc1	0.34	2	1	1	1	1	1	-2	-4	-22	1429
Cc1ccc(C(C)C)c(OCC(=O)c2c(O)c3ccccc3oc2=O)c1	-1.5	-11	x	x	x	x	x	-1	-1	x	1419
O=c1c(Cl)c(N2CCN(S(=O)(=O)c3ccc(F)cc3)CC2)cnn1-c1cccc(Cl)c1	x	45*	1.1	4	1	2	1	47*	5	x	1804
Cc1nc2nc[nH]n2c(=O)c1NS(=O)(=O)c1ccc(F)cc1	-0.47	4	1.2	0	0.9	12	1.1	6	10	-22	1757
Clc1cccc(CSc2nnc(-c3sccc3-n3cccc3)o2)c1	x	-5	1	4	0.9	11	1	0	2	x	1511
COC(=O)C1=C(C)N=C2SCCC(=O)N2C1c1ccc(C(=O)OC)cc1 (centres undefined)	x	-6	0.9	4	0.9	9	1	-3	-4	36	1534
Cc1ccc(CNc2cc(-c3nn4c(C)nnc4s3)ccc2C)s1	-0.99	14	0.8	-2	0.8	24	0.8	5	9	1	1676
Cc1ccccc1C(=O)Nc1ccccc1C(=O)N/N=C\c1ccco1	-0.014	3	1	2	0.9	12	1	-4	-1	x	1399
O=C(CSc1nc2cccnc2n1Cc1ccccc1)NC1CCCCC1	-0.91	8	1	2	0.8	21	1	-1	4	x	1675
COC(=O)[C@@]1(Cc2ccc(F)cc2)[C@H]2c3cc(C(=O)N(C)C)n(Cc4ccc(OC)c(OC)c4)c3C[C@H]2CN1C(=O)c1ccccc1	-3.5*	1	0.8	24	0.7	28	0.8	5	5	-7	1432
O=C(NCc1ccco1)C(c1cccnc1)N(C(=O)Cn1nnc2ccccc21)c1ccccc1 (centres undefined)	x	10	0.9	8	0.8	22	0.9	0	8	-4	1579
CC(NC(=O)c1ccccc1)C(c1cccs1)N1CCOCC1 (centres undefined)	x	-6	0.9	-2	1.1	-7	1	3	-8	x	1287
